Screening results: PubChem BioAssay, National Center for Advancing Translational Sciences (NCATS)
AT treatment: potential ataxia-telangiectasia treatments restoring KAP-1 phosphorylation. […] A-T fibroblasts, KAP-1 phosphorylation AlphaLISA; neocarzinostatin DNA damage 30 min before lysis. Potency, µM (doses to about 57.5 µM), inactives show at the highest dose activation, usual class: activators. hit rate 0.19% among 320,000; note: potency is the fitted concentration of half-maximal effect; % of control where 0% means no effect; nearly all actives have a fitted effect of over 45% in size
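ATM-like activity read as KAP-1 phosphorylation via AlphaLISA donor/acceptor antibody pairs after lysis and 6 hr at 25C. Cells were ATM-null patient fibroblasts ([…], hTERT), dosed 60 min, then exposed to the DSB inducer NCS for 30 min.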
PTAP TSG101 blk: blocks PTAP/TSG101 interaction to inhibit HIV-1 budding. Q99816. Fluorescence polarization, FITC-PTAP peptide / Tsg101 binding. Potency, µM (series often up to 115 µM), without a hit: at the top dose activity change, negative = inhibition, usual class: inhibitors. 340,000 tested, under 10 active. AID 493005; active = well fitted inhibition curve with a large enough effect in the main read-out, with a control signal flat, not every such curve was filed as active; inconclusive = small, poorly fitted or top-dose-only effect, or effect the other way, or a change in a side signal; inactive = no such curve, though single readings can be large or run the other way; note: potency is the fitted concentration of half-maximal effect; % of control where 0% means no effect
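Fluorescence anisotropy tracks displacement of a FITC-tagged PTAP peptide (50 nM) from the Tsg101 binding domain (10 uM), following a 20 min room-temperature incubation at pH 7.5.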
ELG1 repair inh: blocks ELG1-dependent DNA repair in HEK293T cells; HEK293T ELG1-luciferase reporter, luminescence, 16 h; DNA damage induced by 5-fluorouridine; Potency, µM (doses to about 46.1 µM), for the others: at the highest dose activity change, negative = inhibition, most hits filed as inhibitors; hit rate 2.3% among 330,000; AID 504467; note: potency is the fitted concentration of half-maximal effect; % is set by controls: 0 for no effect and ±100 for the full control effect; nearly all actives have a fitted effect of over 55% in size
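Step one: seed 2,000 cells per well. Step two: pin-transfer compound or DMSO alongside 5-fluorouridine. Step three: incubate 16 hr, 37 °C, 5% CO2. Step four: add ONE-Glo, wait 30 min, read luminescence.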
BCR signal inh: chronic active BCR signaling inhibition. ABC-DLBCL IkBa-CBG/CBR reporter, luminescence ratio, 4 h. Potency, µM (series often up to 46.1 µM), without a hit: at the top dose ratio change, negative = lower green/red ratio, most hits filed as inhibitors. hit rate 0.05% among 340,000. AID 493014; active = well fitted inhibition curve with a large enough effect in the signal ratio, with a control signal flat, not every such curve was filed as active; inconclusive = small, poorly fitted or top-dose-only effect, or effect the other way, or a change in a side signal; the % refers to the signal ratio;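 note: potency is the fitted concentration of half-maximal effect; plate controls were basal doxycycline-induced cells for no effect and cells given 10 µM MG132 for full effect; MG132 reads +100%, hits lower the ratio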
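Compounds up to 46 uM were incubated four hours with TMD8 cells whose green CBG68 luciferase is fused to IkappaBalpha; red CBR luminescence normalised the signal, and concentration-effect curves were fitted to fusion, red and ratio data.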
Eya2 inh: inhibitors of human Eya2 phosphatase activity | hit rate 0.006% among 330,000 | Potency, µM (highest dose often 76.9 µM), inactives show top-dose activity, negative = inhibition, usual class: inhibitors | recombinant Eya2, OMFP fluorescence dephosphorylation (OMFP is methylfluorescein phosphate) | O00167 | AID 488837; note: potency is the fitted concentration of half-maximal effect; % is set by controls: 0 for no effect and ±100 for the full control effect
Target sequence (O00167 whole entry, looked up): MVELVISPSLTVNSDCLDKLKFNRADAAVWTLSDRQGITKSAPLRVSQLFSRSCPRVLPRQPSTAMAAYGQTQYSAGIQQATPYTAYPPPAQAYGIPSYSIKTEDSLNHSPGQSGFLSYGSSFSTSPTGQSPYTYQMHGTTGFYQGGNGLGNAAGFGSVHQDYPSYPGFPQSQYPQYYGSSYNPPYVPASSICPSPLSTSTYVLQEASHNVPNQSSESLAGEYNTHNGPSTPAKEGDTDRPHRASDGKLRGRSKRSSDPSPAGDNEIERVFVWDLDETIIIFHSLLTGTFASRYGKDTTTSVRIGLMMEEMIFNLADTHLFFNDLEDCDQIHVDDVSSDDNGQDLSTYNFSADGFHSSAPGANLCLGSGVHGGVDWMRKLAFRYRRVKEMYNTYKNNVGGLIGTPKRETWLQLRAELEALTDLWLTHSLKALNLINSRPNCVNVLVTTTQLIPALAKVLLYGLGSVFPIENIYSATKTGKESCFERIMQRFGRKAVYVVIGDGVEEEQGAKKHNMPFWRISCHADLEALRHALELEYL
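Eya2 protein (added as 0.2 uM solution) was preincubated with compound for 10 min at ambient temperature in 50 mM HEPES pH 7.5, 50 mM NaCl, 5 uM MgCl2, 0.05% BSA, 1 mM DTT. OMFP (added at 50 uM) then reacted 10 min; fluorescence read at 485/525 nm.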
Tb PFK block: T. brucei PFK enzyme inhibition; O15648; T. brucei PFK, ADP-Glo luminescence; Potency, µM (highest dose often 57.5 µM), without a hit: at the top dose activity, negative = inhibition, hits mostly inhibitors; hit rate 0.17% among 330,000; AID 485367;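 note: potency is the fitted concentration of half-maximal effect; 0% = uninhibited 1x PFK enzyme wells and -100% = no-enzyme wells; nearly all actives have a fitted effect of over 60% in size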
Target sequence (O15648 whole entry, looked up): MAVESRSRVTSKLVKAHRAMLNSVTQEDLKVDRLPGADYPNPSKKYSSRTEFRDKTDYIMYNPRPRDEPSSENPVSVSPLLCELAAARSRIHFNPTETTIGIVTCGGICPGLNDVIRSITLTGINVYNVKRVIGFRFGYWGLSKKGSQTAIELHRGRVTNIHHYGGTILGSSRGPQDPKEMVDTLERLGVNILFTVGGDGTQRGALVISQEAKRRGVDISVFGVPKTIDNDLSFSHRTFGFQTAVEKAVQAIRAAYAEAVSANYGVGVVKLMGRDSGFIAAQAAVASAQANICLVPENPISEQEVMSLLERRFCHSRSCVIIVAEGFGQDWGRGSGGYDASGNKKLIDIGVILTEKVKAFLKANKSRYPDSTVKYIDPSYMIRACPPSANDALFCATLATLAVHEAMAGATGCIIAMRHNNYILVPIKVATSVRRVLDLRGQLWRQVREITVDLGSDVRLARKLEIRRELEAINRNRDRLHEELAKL
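PFK 1.25 nM, F6P 0.5 mM, ATP 0.1 mM, 0.1 M TEA pH 8.0, 5 mM MgCl2, 0.01% Tween20, 0.1% BSA; 45 min RT. ADP-Glo readout. qHTS titration up to 57 uM; curves fitted, compounds curve-classed.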
TSHR antag: human thyrotropin receptor antagonism. AID 504810. activity change, negative = inhibition, % at 11.5 µM. hit rate 0.2% among 330,000. P16473. TSHR-expressing cells, TSH-stimulated cAMP HTRF, 2 h; active compounds read low;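 active = activity change below a set negative limit, meaning inhibition stronger than a set level, cut at about -70% in these data; inconclusive = activity change between two set negative limits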; note: % is set by controls: 0 for no effect and ±100 for the full control effect
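Read-out is FRET at 665 nm (cryptate excitation 337 nm) from a cryptate-tagged anti-cAMP antibody, competed by cell cAMP against cAMP-d2. Compounds are tested on freshly harvested TSHR cells challenged with 4nM TSH (EC80) for 2 hours at 37 deg C.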
S-ASM inh: human S-ASM enzyme inhibition; P17405; AID 504937; Potency, µM (highest dose often 57.5 µM), for the others: at the top dose activity change, negative = inhibition, hits mostly inhibitors; placental ASM, HMU-PC fluorogenic substrate, 60 min; hit rate 0.006% among 340,000; note: potency is the fitted concentration of half-maximal effect
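Steps: dispense placental human ASM, pin compound, wait 10 min at room temperature, add HMU-PC0 substrate at 9 uM final, incubate 60 min at 37 °C, add stop solution raising pH to 10, read fluorescence.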
Mito fusion yeast: blocks mitochondrial division or promotes mitochondrial fusion. S. cerevisiae fusion-defective mutant growth rescue, CellTiterGlo 48 h. Potency, µM (top dose mostly 46.1 µM), without a hit: top-dose growth rescue (activation), usual class: activators. hit rate 0.23% among 320,000. AID 485298;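 note: potency is the fitted concentration of half-maximal effect; % of control where 0% means no effect; nearly all actives have a fitted effect of over 45% in size; temperature-sensitive fusion mutants such as fzo1-1 at 37 °C on non-fermentable ethanol glycerol medium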
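Read-out: ATP-based luminescence (CellTiterGlo, 10 min ambient) reporting growth of fusion-defective ts yeast after 48 hours at 37C on glycerol/ethanol YPEG medium in the presence of compound.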
TCR act: activates T cell receptor signaling; primary human leukocytes, anti-CD3, IL-2 HTRF, 48 h; Potency, µM (doses to about 9.22 µM), without a hit: top-dose activation of IL-2 secretion, hits mostly activators; 330,000 tested, under 10 active; note: % of control where 0% means no effect
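Compounds are tested in HTS on primary human leukocytes co-incubated with a-CD3 beads for 48 hr. IL-2 output is measured by time-resolved FRET.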
Integrin act MD: activators of alpha7 integrin expression for muscular dystrophy; alpha7betagal myoblasts, beta-gal FDG fluorescence, 48 h; Potency, µM (highest dose often 38.3 µM), without a hit: top-dose activation, hits mostly activators; hit rate 0.064% among 350,000;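 note: potency is the fitted concentration of half-maximal effect; 100% = response of the positive control SU9516; nearly all actives have a fitted effect of over 60% in size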
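alpha7betagal+/- myoblasts (passage 13, 250/well) treated 48 h at 37C with compounds at 1:260 dilution of DMSO stock. Lysed, then beta-galactosidase activity read as FDG fluorescence (ex 480/em 540) after 30 min, with pre-read for autofluorescence.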
Active calls of the source: *; ? = inconclusive; . = no result given; [ ] = dose if it differs, or a comment. Unless noted, calls come from the whole dose curve; as a rule, active = well fitted curve in the direction sought with a large enough effect; inconclusive = small, poorly fitted or top-dose-only effect, or another doubt; inactive = no such curve, though single readings can be large; an effect the other way counts as inactive or inconclusive.

SMILES	AT treatment	PTAP TSG101 blk	ELG1 repair inh	BCR signal inh	Eya2 inh	Tb PFK block	TSHR antag	S-ASM inh	Mito fusion yeast	TCR act	Integrin act MD
c1ccc(CC2CNc3ccccc3CN2)cc1 (stereo not given)	5%	-2%	-1%	-1%	11%	4%	-6	10%	1%	8%	2%
CCOC(=O)c1c(-c2ccc(C)cc2)csc1NC(=O)CCN1CC(C)OC(C)C1 (stereo not given)	-2%	-4%	?	3%	-15%	3%	3	-9%	13µM*	2%[46.1 µM]	-28%
COc1ccc(CC(=O)Nc2cccc(C(=O)Nc3ccccc3C(=O)O)c2)cc1OC	-4%	-2%	17%	?	4%	0%	7	6%	-5%	0%[46.1 µM]	-22%
O=C(Nc1nccs1)c1ccccn1	6%	-4%	?	9%	1%	-8%	2	1%	-1%	-1%	0%
CN(C)S(=O)(=O)c1cccc(NC(=O)c2ccc(COc3ccccc3)cc2)c1	4%	0%	12µM*	?	1%	3%	-40	-11%	2%	15%	-59%[inhibitor]
Cc1ccc(NC(=O)c2c(C)noc2-c2snnc2C)cc1	11%	-1%	?	6%	-7%	1%	-12	0%	6%	-1%	1%
CC(=O)/C=C(\C)Nc1ccccc1O	-5%	-2%	?	?	-19%	2%	-13	2%	-8%	-4%	-39%
Cc1cc(C(=O)N/N=C/c2ccccn2)n[nH]1	-2%	-1%	?	-8%	5%	0%	7	4%	4%	6%	-1%
Cc1ccc(C(=O)N/N=C(\CC(C)C)c2ccccc2)cc1	4%	0%	25%	?	-2%	-5%	-3	5%	11%	1%[46.1 µM]	11%
CCN(CCn1cccn1)C(=O)c1ccc(OC2CCN(C(=O)COC)CC2)cc1	4%	2%	0%	-2%	-13%	2%	-7	-3%	2%	2%	-10%
Cc1ccc(C(=O)NNC(=O)CSc2n[nH]c(-c3cccnc3)n2)cc1	1%	1%	-9%	5%	-2%	-6%	7	3%	-1%	-3%	2%
O=C(NCC1CCCN1S(=O)(=O)c1ccccc1)c1cccc(Cl)c1 (stereo not given)	27%	0%	-15%	-3%	-2%	4%	-25	1%	5%	6%	15%
O=C(OCc1nnc(-c2ccc([N+](=O)[O-])cc2)o1)C1CCN(C(=O)c2ccc(Cl)cc2)CC1	1%	1%	3%	-4%	-4%	-17%	-25	-3%	2%	-1%	6%
O=C(Nc1ccc(NC(=O)C2CCCCC2)nc1)c1ccco1	-2%	2%	?	6%	-1%	6%	-5	3%	3%	9%	-8%
CCCCn1c(N)c(N(CC(C)C)C(=O)C2CC(=O)N(c3ccc(CC)cc3)C2)c(=O)[nH]c1=O (stereo not given)	4%	-2%	0%	2%	23%	16%	-1	4%	-4%	2%	3%
CSc1nc2nccc(-c3ccc(Cl)cc3)n2n1	.	-2%	.	.	.	.	.	9%	6%	-2%	13%
O=C(OCc1cc2ccccc2[nH]c1=O)c1ccco1	6%	-5%	4%	3%	12%	0%	12	-2%	-2%	-1%	-12%
COc1ccc(S(=O)(=O)N2CCCC(C(=O)NC3CC3)C2)cc1OC (stereo not given)	-5%	-3%	3%	1%	-21%	0%	-6	6%	-16%	-3%	8%
COc1ccccc1NC(=O)Cc1nnc(SCC(=O)c2ccccc2)n1C	0%	0%	6%	9%	-2%	0%	2	0%	1%	-1%	30%
COc1cccc(C(c2c(C)[nH]n(-c3ccccc3)c2=O)c2c(C)[nH]n(-c3ccccc3)c2=O)c1OC	2%	-4%	18%	7%	-2%	?	7	-5%	-2%	-6%[46.1 µM]	7%
Cc1cc(C)n(-c2nc(-c3cccc(Cl)c3)cs2)n1	17%	-3%	?	?	16%[15.4 µM]	0%	-16	-8%	-9%	5%	-23%
Cc1ccc(/C=C(\NC(=O)c2ccccc2)C(=O)NCCN2CCOCC2)o1	-12%	2%	8%	-21%	14%	5%	26	3%	3%	6%	24%
O=C(O)C1CC=CCC1C(=O)N1CC=C(c2ccccc2)CC1 (stereo not given)	-1%	2%	?	?	3%	0%	-8	3%	2%	5%	-46%[inhibitor]
CCOC(=O)CN1C2=NCCN2c2ccccc21	0%	0%	10%	3%	2%	-6%	-6	2%	3%	-6%	-36%[inhibitor]
COC(=O)CSc1ncnc2scc(-c3ccccc3)c12	13%	-1%	-4%	-8%	-12%	2%	-7	3%	3%	-2%	5%
Cc1sc2ncn(CC(=O)N3CCN(c4ccccc4F)CC3)c(=O)c2c1S(=O)(=O)N1CCOCC1	-1%	0%	-8%	-2%	1%	4%	-6	4%	7%	2%	4%
COc1ccc(/C=C2/SC(=S)N(CCCC(=O)N3CCN(C)CC3)C2=O)cc1	-8%	0%	?	.	2%	-6%	-6	-21%	-1%	4%	-47%[inhibitor]
CCCc1cc(=O)[nH]c(=S)[nH]1	-4%	-19%	11%	?	-1%	0%	7	-5%	-6%	-1%	.
Cc1ccc(OCc2ccc(C(=O)Nc3nccs3)o2)cc1	0%	-2%	?	10%	2%	1%	-12	?	-7%	2%	4%
COCCNC(=O)CN(C(=O)CCC(=O)Nc1cc(C)on1)c1cccc(C)c1C	-1%	4%	2%	2%	4%	0%	4	-1%	1%	0%	-6%
NC(=O)c1cccnc1Oc1ccc(Cl)cc1	2%	-3%	4%	?	5%	-2%	10	-4%	-2%	-20%	2%
Cc1ccc(C)c(COC(=O)c2cc([N+](=O)[O-])ccc2N2CCOCC2)c1	-5%	0%	?	-23%	-19%	0%	-21	-16%	10%	-3%	17%
Cc1ccc(-n2[nH]c(C)c(/C=N/NC(=O)c3ccc([N+](=O)[O-])cc3)c2=O)c(C)c1	0%	.	?	-14%	15%	-1%	-11	.	-27%	.	.
CN(c1cccc(NC(=O)CN(c2cccc(Cl)c2)S(=O)(=O)c2ccccc2)c1)S(C)(=O)=O	2%	-3%	26µM*	4%	-1%	3%	5	-7%	-3%	-9%[46.1 µM]	-35%
C=C(C)COc1ccc(-c2nc(N)ncc2-c2ccc(OC)cc2)c(O)c1	-7%	.	?	?	0%	14%	8	.	-5%	.	.
CN(C)c1ccc(N=Nc2ccc(S(=O)(=O)O)cc2)c2ccccc12	-5%	1%	-4%	?	-2%	1%	-12	46%[activator]	-1%	-4%	10%
O=C(CSc1nnc(-c2ccccc2F)o1)NC1CC1	3%	1%	?	1%	4%	0%	21	-3%	.	8%	?
COCc1nc2ccccc2n1CCCOc1ccccc1	0%	-3%	7%	2%	-13%	0%	-5	0%	-6%	-5%	-41%
O=C(Nc1ccc(F)cc1F)c1ccccc1NC(=O)C1CC=CCC1C(=O)O (stereo not given)	1%	0%	10%	3%	3%	0%	-2	3%	2%	-5%	18%
C=CCC(C#Cc1ccc(C)cc1)N(CC)CC (stereo not given)	1%	2%	4%	-15%	-8%	-7%	-2	1%	-1%	5%	15%
Cc1cc(C(=O)N[C@H](c2ccccc2)[C@@]2(C)C[C@@H]2[C@@H](C)C(=O)Nc2ccc3ccccc3c2)no1	6%	-3%	?	-1%	1%	-3%	-14	-8%	?	5%	-12%
CCCn1nnnc1COc1ccc(C(N)=O)cc1	2%	-7%	-4%	-2%	1%	2%	-13	3%	4%	-7%	-29%
Cc1ccc(S(=O)(=O)N2CCCCC2)cc1NC(=O)Cn1cnc2c1c(=O)n(C)c(=O)n2C	-7%	2%	7%	-2%	7%	5%	.	0%	-2%	-7%	-6%
O=C1CN(C(=O)COc2ccc(Br)cc2)c2ccccc2N1	4%	1%	-2%	-23%	8%	-3%	-9	0%	0%	-8%	?
CCN(CC)CCCn1c(=S)[nH]c2cc(OC)c(OC)cc2c1=O	-5%	0%	9%	?	19%	-4%	5	-2%	-3%	1%	-18%

Single values from the results shown.
AT treatment result of CCCn1nnnc1COc1ccc(C(N)=O)cc1 is entered as 2%
TSHR antag result of COCc1nc2ccccc2n1CCCOc1ccccc1 is entered as -5
